ASM inhibitor = Inhibitors of Secretory Acid Sphingomyelinase (S-ASM): qHTS; Sphingomyelin phosphodiesterase (Homo sapiens), P17405; placental ASM, HMU-PC fluorogenic substrate, 60 min; Potency, µM (doses to about 57.5 µM), inactives show top-dose activity change, negative = inhibition, actives largely listed as inhibitors; hit rate 0.006% among 340,000; further: potency means the concentration at half of the fitted maximal effect
Target sequence (P17405 47-631 limits assumed): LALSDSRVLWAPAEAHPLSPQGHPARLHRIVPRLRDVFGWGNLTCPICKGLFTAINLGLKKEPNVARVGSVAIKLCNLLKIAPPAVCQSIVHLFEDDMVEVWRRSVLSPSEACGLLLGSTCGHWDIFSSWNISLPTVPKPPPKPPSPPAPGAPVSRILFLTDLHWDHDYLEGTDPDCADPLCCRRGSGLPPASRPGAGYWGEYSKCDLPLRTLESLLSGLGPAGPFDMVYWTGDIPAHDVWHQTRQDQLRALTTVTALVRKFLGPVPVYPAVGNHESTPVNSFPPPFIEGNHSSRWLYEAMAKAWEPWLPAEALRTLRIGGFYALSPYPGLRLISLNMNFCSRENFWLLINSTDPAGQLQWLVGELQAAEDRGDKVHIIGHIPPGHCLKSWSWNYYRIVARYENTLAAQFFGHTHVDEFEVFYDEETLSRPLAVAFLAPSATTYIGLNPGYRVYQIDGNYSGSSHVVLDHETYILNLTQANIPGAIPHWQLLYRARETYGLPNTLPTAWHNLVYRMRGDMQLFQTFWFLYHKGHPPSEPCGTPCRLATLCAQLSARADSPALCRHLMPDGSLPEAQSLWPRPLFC
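Steps: dispense placental human ASM, pin compound, wait 10 min at room temperature, add HMU-PC0 substrate at 9 uM final, incubate 60 min at 37 °C, add stop solution raising pH to 10, read fluorescence.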
USP2a inh = qHTS Assay for Inhibitors of Ubiquitin-specific Protease USP2a Using CHOP2 as the Reporter; AID 463254, 2010; USP2 core, Ub-CHOP2 coupled fluorogenic reporter, 485/531; Potency, µM (highest dose often 38.3 µM), for the others: top-dose activity change, negative = inhibition, most hits filed as inhibitors; hit rate 0.01% among 330,000; Ubiquitin carboxyl-terminal hydrolase 2 (Homo sapiens), O75604;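 further: potency means the concentration at half of the fitted maximal effect; plate controls were DMSO wells for no effect and full inhibition by NEM control for full effect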
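Deubiquitinase activity read as fluorescence (485/531 nm) after Ub-CHOP2 cleavage activates the enterokinase reporter on its substrate; USP2 core 10nM, Ub-CHOP2 and substrate 25nM each, 30min compound preincubation then 60min RT; data normalized to NEM, curves fitted.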
GALK inhibitor = qHTS Assay for Inhibitors of Human Galactokinase (GALK) | P51570 | Purified GALK, Kinase-Glo residual ATP luminescence | Potency, µM (doses to about 57.5 µM), for the others: at the highest dose activity change, negative = inhibition, most hits filed as inhibitors | hit rate 0.007% among 270,000; further: potency means the concentration at half of the fitted maximal effect; on the % scale 0 is the no-effect control and ±100 the full control effect
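ATP-depletion format; final 35 uM ATP, 100 uM D-galactose, 5 nM enzyme; pH 8.0 HEPES/Mg2+ buffer; 60 min RT; luminescence read 10 min after detection reagent.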
Eya2 inh = qHTS Assay for Inhibitors of the Phosphatase Activity of Eya2 | Protein phosphatase EYA2 (Homo sapiens), O00167 | recombinant Eya2, OMFP fluorescence dephosphorylation (OMFP is methylfluorescein phosphate) | Potency, µM (top dose mostly 76.9 µM), for inactives: at the highest dose activity, negative = inhibition, usual class: inhibitors | hit rate 0.006% among 330,000 | AID 488837, 2010; further: potency means the concentration at half of the fitted maximal effect; on the % scale 0 is the no-effect control and ±100 the full control effect
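Eya2 (0.2 uM) preincubated 10 min at ambient with compound, then OMFP substrate added at 50 uM; 10 min reaction in 50 mM HEPES pH 7.5, 50 mM NaCl, 5 uM MgCl2, 0.05% BSA, 1 mM DTT. Fluorescence read at Ex 485/Em 525 nm.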
Menin-MLL TR inh = qHTS Assay for Inhibitors Targeting the Menin-MLL Interaction in MLL Related Leukemias: Competition With Texas Red Labeled MLL-derived Mutant Peptide; hit rate 0.23% among 270,000; O00255; Potency, µM (doses to about 61.6 µM), without a hit: top-dose FP activity change, negative = inhibition, usual class: inhibitors; AID 1768, 2009; Menin + Texas Red MLL mutant peptide, fluorescence polarization; active means well fitted inhibition curve with a large enough effect in the polarisation, with a control signal flat, not every such curve was filed as active; inconclusive means small, poorly fitted or top-dose-only effect, or effect the other way, or a change in a side signal; inactive means no such curve, though single readings can be large or run the other way; the % refers to the polarisation; further: potency means the concentration at half of the fitted maximal effect; % of control where 0% means no effect; many of its hits are not listed in these tables
Target sequence (O00255 whole entry, looked up): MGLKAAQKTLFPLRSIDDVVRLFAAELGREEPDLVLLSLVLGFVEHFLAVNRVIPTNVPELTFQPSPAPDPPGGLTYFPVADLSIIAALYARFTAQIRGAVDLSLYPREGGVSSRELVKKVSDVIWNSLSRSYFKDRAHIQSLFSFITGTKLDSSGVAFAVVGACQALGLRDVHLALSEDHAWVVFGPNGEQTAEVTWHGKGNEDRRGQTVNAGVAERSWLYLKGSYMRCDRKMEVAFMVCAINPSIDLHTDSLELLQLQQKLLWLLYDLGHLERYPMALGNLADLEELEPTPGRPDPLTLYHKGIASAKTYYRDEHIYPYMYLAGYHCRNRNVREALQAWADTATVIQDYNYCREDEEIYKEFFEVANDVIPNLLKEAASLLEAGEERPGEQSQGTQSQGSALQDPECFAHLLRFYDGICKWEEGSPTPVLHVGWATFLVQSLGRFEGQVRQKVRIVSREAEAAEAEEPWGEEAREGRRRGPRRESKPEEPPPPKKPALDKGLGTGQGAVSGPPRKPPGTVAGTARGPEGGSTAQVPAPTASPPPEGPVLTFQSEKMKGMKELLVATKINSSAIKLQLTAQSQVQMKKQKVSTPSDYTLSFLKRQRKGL
MBNL1 CUG block = qHTS Assay for Inhibitors of MBNL1-poly(CUG) RNA binding. TR-FRET MBNL1-His/biotin-(CUG)12 binding, 665/545 ratio. Potency, µM (series often up to 57.5 µM), for inactives: at the top dose activity change, negative = inhibition, most hits filed as inhibitors. hit rate 0.036% among 280,000; active means well fitted inhibition curve with a large enough effect in the signal ratio, with a control signal flat, not every such curve was filed as active; inconclusive means small, poorly fitted or top-dose-only effect, or effect the other way, or a change in a side signal; inactive means no such curve, though single readings can be large or run the other way; the % refers to the signal ratio; further: potency means the concentration at half of the fitted maximal effect; on the % scale 0 is the no-effect control and ±100 the full control effect
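Ratiometric TR-FRET (665 over 545 nm, excitation 340 nm) tracks disruption of MBNL1-His/biotin-(CUG)12 complex after 60 min at room temperature, with compounds at 92 nM to 58 uM final.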
PKM2 activator = qHTS Assay for Activators of Human Muscle isoform 2 Pyruvate Kinase | Pyruvate kinase PKM (Homo sapiens), P14618 | purified PKM2, Kinase-Glo ATP luminescence, activation; response scale: 0% is enzyme alone, no compound | Potency, µM (titrated, usually from 57.5 µM), inactives show at the top dose activation, actives largely listed as activators | hit rate 0.34% among 260,000; further: potency means the concentration at half of the fitted maximal effect; on the % scale 0 is the no-effect control and ±100 the full control effect; nearly all actives have a fitted effect of over 55% in size
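Purified hPK-M2 (>95%) run at intermediate activity with 0.1 mM ADP and 0.5 mM PEP in 50 mM imidazole pH 7.2, KCl, MgCl2; 1 h room temperature. ATP formed read by Kinase-Glo luminescence; normalized to uninhibited and no-enzyme controls.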
TSHR antag = Antagonists of the Thyroid Stimulating Hormone Receptor: HTS campaign; TSHR-expressing cells, TSH-stimulated cAMP HTRF, 2 h; stronger effect = lower value; activity change, negative = inhibition, % at 11.5 µM; hit rate 0.2% among 330,000; AID 504810, 2011;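 active means activity change below a set negative limit, meaning inhibition stronger than a set level, cut at about -70% in these data; inconclusive means activity change between two set negative limits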; further: on the % scale 0 is the no-effect control and ±100 the full control effect
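Antagonism was scored as loss of TSH-driven cAMP in TSHR cells, stimulated with 4nM TSH (EC80) for 2 hours at 37 deg C and detected by homogeneous HTRF competition immunoassay.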
KCNH2 WT inh = qHTS for Inhibitors of KCHN2 3.1: Wildtype qHTS | Voltage-gated inwardly rectifying potassium channel KCNH2 (Homo sapiens), Q12809 | U2OS, BacMam KCNH2, thallium flux FluxOr; stronger effect = lower value | activity change, % at 1.84 µM | hit rate 0.37% among 340,000 | AID 720551, 2013;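 active means maximum activity change below -70%; inconclusive means maximum activity change between -70% and -50%; inactive means maximum activity change above -50%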; further: on the % scale 0 is the no-effect control and ±100 the full control effect
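U2OS cells transduced with wild-type KCNH2 virus are loaded with FluxOr dye for 45 min, and thallium flux is measured in kinetic reads before and after stimulation buffer. Rate constants are normalized to DMSO controls.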
Mito fusion act = qHTS Assay for Small Molecule Inhibitors of Mitochondrial Division or Activators of Mitochondrial Fusion. S. cerevisiae fusion-defective mutant growth rescue, CellTiterGlo 48 h. Potency, µM (doses to about 46.1 µM), for inactives: at the highest dose growth rescue (activation), most hits filed as activators. hit rate 0.23% among 320,000;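 further: potency means the concentration at half of the fitted maximal effect; % of control where 0% means no effect; nearly all actives have a fitted effect of over 45% in size; temperature-sensitive fusion mutants such as fzo1-1 at 37 °C on non-fermentable ethanol glycerol medium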
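Growth-rescue viability read-out: after 48 h at the non-permissive 37C in glycerol/ethanol YPEG, yeast mitochondrial fusion mutants are measured by CellTiterGlo luminescence; compounds (23 nl pinned per well) restoring growth score as division inhibitors or fusion activators.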
BCR signal inh = qHTS Assay to Find Inhibitors of Chronic Active B-Cell Receptor Signaling. ABC-DLBCL IkBa-CBG/CBR reporter, luminescence ratio, 4 h. Potency, µM (top dose mostly 46.1 µM), for the others: at the highest dose ratio change, negative = lower green/red ratio, hits mostly inhibitors. hit rate 0.05% among 340,000. AID 493014, 2011; active means well fitted inhibition curve with a large enough effect in the signal ratio, with a control signal flat, not every such curve was filed as active; inconclusive means small, poorly fitted or top-dose-only effect, or effect the other way, or a change in a side signal; the % refers to the signal ratio;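 further: potency means the concentration at half of the fitted maximal effect; plate controls were basal doxycycline-induced cells for no effect and cells given 10 µM MG132 for full effect; MG132 reads +100%, hits lower the ratio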
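TMD8 human ABC-DLBCL cells with doxycycline-inducible IκBα–green luciferase fusion and unfused red luciferase, in 0.5% FBS medium; compounds up to 46 uM, 4 h at 37C. Green/red luminescence ratio, filter-overlap corrected, fitted to concentration-response curves.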
* = called active by the depositor; ? = inconclusive; · = no result given; [ ] = another dose, or the depositor's remark. Unless noted, the call rests on the fitted dose curve; in most records, active means well fitted curve in the direction sought with a large enough effect; inconclusive means small, poorly fitted or top-dose-only effect, or another doubt; inactive means no such curve, though single readings can be large; an effect the other way counts as inactive or inconclusive. The list is partial (hit frequency here may not be typical).

SMILES	ASM inhibitor	USP2a inh	GALK inhibitor	Eya2 inh	Menin-MLL TR inh	MBNL1 CUG block	PKM2 activator	TSHR antag	KCNH2 WT inh	Mito fusion act	BCR signal inh
Cc1cc(C(=O)OCC(=O)c2ccc3c(c2)OCCO3)c(C)o1	1%	1%	3%	-11%	2%	-15%	-14%	-9	-7	8%	?
COc1ccc2c(CC(=O)OCC(=O)Nc3sc4c(c3C#N)CCC(C)C4)coc2c1 (stereo unspecified)	?	1%	-1%	-5%	12%	1%	-16%	23	-1	1%	1%
COc1ccc(NC(=O)c2ccc(S(=O)(=O)N(C)C)cc2)cc1OC	-3%	0%	7%	13%	0%	4%	-2%	-5	5	5%	0%
CCCNC(=O)COC(=O)c1ccc(Cl)c(S(=O)(=O)N2CCCC2)c1	1%	0%	1%	-17%	6%	-3%	2%	-4	8	0%	-8%
O=C(Nc1ccc(F)cc1)Nc1ccccc1NS(=O)(=O)c1cccs1	-3%	2%	-1%	4%	?	-22%	4%	-5	-1	4%	6%
COCCn1c(-c2ccc(OC(F)(F)C(F)C(F)(F)F)cc2)nc2c1c(=O)[nH]c(=O)n2CC(C)C (stereo unspecified)	-7%	-1%	1%	-20%	?	1%	-1%	-6	-22	4%	9%
Cc1nn(CC(=O)NCCc2ccccc2)c(C)c1[N+](=O)[O-]	-1%	2%	0%	3%	7%	-7%	9%	5	2	-4%	?
CCC(CO)Oc1cc(NC(=O)c2ccc(N)cc2)c2ncn(C(C)C)c2c1 (stereo unspecified)	10%	-1%	·	-35%	·	·	·	12	-7	·	-4%
Cc1cc(C)c(NC(=O)CNC(=O)c2ccc(-n3cncn3)c([N+](=O)[O-])c2)c(C)c1	-4%	1%	·	9%	·	·	·	19	-3	-5%	2%
NC(=O)CC(NC(=O)Cc1cccc2ccccc12)c1ccc(NCc2ccc(F)c(F)c2)c([N+](=O)[O-])c1 (stereo unspecified)	-7%	2%	-4%	-12%	·	2%	-1%	-1	1	7%	-16%
CCSc1nnc(NC(=O)CN2C(=O)N(C)C3(CCCCC3)C2=O)s1	3%	2%	·	13%	·	·	·	-5	-4	-6%	-2%
COC(=O)[C@@]12CCCN1[C@H](c1ccc(-c3ccc(F)cc3)cc1)[C@H]1C(=O)N(C)C(=O)[C@H]12	6%	4%	·	-1%	·	·	·	9	2	10%	-1%
C=CCSc1nn2c(=O)c3ccccc3nc2s1	0%	1%	-2%	-8%	-2%	-5%	0%	-6	-4	0%	?
O=C(c1cccc2nccnc12)N1CCCC(Nc2ccc(F)c(F)c2)C1 (stereo unspecified)	7%	0%	-2%	-10%	·	1%	-4%	7	-11	-2%	?
COc1ccc(C(=O)NC(=S)Nc2ccc3[nH]c(=O)[nH]c3c2)c(OC)c1	-2%	2%	-6%	-7%	·	9%	·	23	5	5%	1%
COc1ccc(Cn2c(CCC(=O)Nc3ccc(CC#N)cc3)nc3cccnc32)cc1	1%	0%	-1%	1%	11%	-12%	1%	-9	5	-1%	?
COc1nc(OC)nc(N2CCC(C(=O)NC3CC3)CC2)n1	1%	-1%	-2%	13%	2%	-14%	-4%	6	1	-1%	5%
COc1ccc(-n2c(Cn3c(=O)sc4ccccc43)nnc2SCC(=O)N2CCCCC2)cc1	2%	-2%	-1%	7%	-11%	-23%	6%	-7	2	-3%	15%
CCOC(=O)c1sc(NC(=O)c2cc3c(s2)CCC(C)C3)nc1C (stereo unspecified)	15%	-4%	2%	17%	-5%	3%	-4%	-1	3	-1%	?
COc1ccc2c(c1)c(C(=O)N/N=C/c1cccs1)c(C)n2C	-1%	-2%	7%	-1%	2%	12%	1%	-4	5	-2%	-3%
O=C(/C=C\Nc1ccc2c(c1)OCO2)c1ccc2c(c1)OCO2	-4%	0%	5%	5%	?	4%	-13%	13	-33	-4%	-4%
O=C(O)c1ccc(-n2c(-c3ccc(Br)cc3)n[nH]c2=S)cc1	-1%	0%	-3%	-6%	·	3%	5%	12	2	-1%	?
c1cn(-c2ncnc3sc4c(c23)CCCC4)cn1	0%	2%	0%	15%	0%	10%	-5%	-5	8	9%	0%
Cc1cccc(CSCc2ccc(C(=O)NCC3CCCO3)o2)c1 (stereo unspecified)	0%	7%	1%	12%	-16%	-17%	14%	-7	-7	3%	2%
COc1ccc(NC(=S)Nc2ccc(S(N)(=O)=O)cc2)c(C)c1	1%	0%	-1%	6%	4%	-1%	-2%	12	-11	16%	-1%
Other entries follow.
SMILES	ASM inhibitor	USP2a inh	GALK inhibitor	Eya2 inh	Menin-MLL TR inh	MBNL1 CUG block	PKM2 activator	TSHR antag	KCNH2 WT inh	Mito fusion act	BCR signal inh
Cc1ccc(S(=O)(=O)N(C)c2ccc(OC(=O)COc3ccccc3)cc2)cc1	-1%	-2%	·	5%	·	·	·	7	-6	·	0%
CC(=O)NC(=S)NNC(=O)COc1ccc([N+](=O)[O-])cc1	-4%	0%	0%	-1%	-11%	21%	-1%	0	4	-2%	16%
O=C1CC(NNc2nc3ccccc3s2)C(=O)N1c1ccccc1 (stereo unspecified)	-2%	-3%	3%	-2%	15%	-3%	-15%	7	2	-6%	?
NC(=O)CC[C@@H]1NC(=O)[C@H](CO)NC(=O)c2cc([N+](=O)[O-])cc(I)c2OCC[C@@H](C(N)=O)NC1=O	8%	0%	·	15%	-1%	?	-2%	-2	-1	0%	5%
Cc1ccc(C(=O)Nc2ccccc2OC(F)F)cc1	-3%	-3%	2%	-3%	3%	-3%	0%	-2	18	1%	?
COc1ccc(Cl)cc1NC(=O)C1CC(c2c(F)cccc2Cl)=NO1 (stereo unspecified)	-12%	1%	-4%	9%	32%[activator]	0%	0%	-6	1	-20%	?
Cc1ccc(C)n1-c1cccc(C(=O)Nc2ccccc2)c1	3%	-1%	-2%	-20%	·	8%	2%	0	7	-3%	-13%
CC1CCCCC1NC(=O)CN1CCC(NC(=O)c2ccc([N+](=O)[O-])cc2)CC1 (stereo unspecified)	-1%	0%	-2%	0%	-3%	?	-5%	-3	18	-17%	7%
CCN(CC(=O)Nc1ccccc1C(F)(F)F)C(=O)c1ccc2[nH]c3c(c2c1)CC(C)CC3 (stereo unspecified)	-7%	-1%	·	-15%	·	·	·	15	-1	?	?
COc1cccc(CC2(CO)CCCN(Cc3nc(-c4cccs4)oc3C)C2)c1 (stereo unspecified)	-1%	1%	0%	-1%	-16%	7%	2%	1	-12	-7%	0%
CC(C)Cc1csc(NC(=O)c2ccc(Br)cc2)c1C(=O)O	0%	1%	-7%	2%	·	·	0%	-41	-4	17%	?
O=C(CSc1nc2c(c(=O)[nH]1)CCC2)Nc1ccccc1Cl	3%[11.5 µM]	-1%	0%	6%	-7%	1%	-1%	-1	-4	6%	?
CN(C)S(=O)(=O)c1ccc(C(=O)Nc2cccc(C(=O)O)c2)cc1	5%	·	-1%	·	2%	-3%	0%	·	-1	-2%	·
COC(=O)c1ccccc1NC(=O)Cn1c(=O)n(CCC(=O)NC2CCN(Cc3ccccc3)CC2)c(=O)c2ccccc21	-1%	5%	2%	-4%	·	-13%	-1%	-4	15	2%	6%
O=C(Cn1ncc(Cl)c(Cl)c1=O)NC1CCS(=O)(=O)C1 (stereo unspecified)	5%	-3%	7%	-5%	·	11%	0%	-2	-16	-3%	9%
COc1cc(Br)cc(-c2nc3c(c(=O)[nH]c(=O)n3Cc3ccccc3)n2C)c1O	?	-3%	-5%	3%	4%	6%	0%	-7	-4	15%	?
COC(=O)c1cccc(NC(=O)CSc2nc(O)c(-c3ccccc3)c(=O)[nH]2)c1	-1%	2%	0%	-15%	15%	-4%	0%	-2	-5	2%	6%
COc1ccc(OC)c(NC(=O)COC(=O)Cc2ccc(Br)cc2)c1	?	2%	0%	-6%	5%	-1%	-6%	2	-2	2%	4%

Assay outcomes: PubChem, National Center for Advancing Translational Sciences (NCATS)
